All columns: NCI-60 one-dose screen, growth in % after 48 h at 10 µM unless noted; 100 = growth as untreated, 0 = no growth, -100 = all killed.
M14 – M14 melanoma; hit rate 6.2% among 80,000
MALME-3M – MALME-3M melanoma; hit rate 5.8% among 78,000; AID 1794766
EKVX – EKVX NSCLC | hit rate 3% among 71,000
UACC-257 – UACC-257 melanoma; hit rate 4.4% among 78,000
SK-MEL-5 – SK-MEL-5 melanoma | AID 1794755 | hit rate 6.4% among 80,000
SK-MEL-2 – SK-MEL-2 melanoma; hit rate 4.7% among 77,000; AID 1794763
UACC-62 – UACC-62 melanoma; AID 1794756; hit rate 5.4% among 81,000
A549/ATCC – A549/ATCC NSCLC. AID 1794740. hit rate 3.7% among 81,000
The depositor's hits bear a star; · = not tested or not shown; & = joins results of further samples. How the source made its calls: active means growth percent below 10; inactive means the rest.

1) O=c1[nH]cc(I)cc1I
2) Cc1ccc(/C=C2/C(=O)N(C)c3ccc(S(=O)(=O)Nc4ccc(C(C)(C)C)cc4)cc32)s1
3) COc1ccc(C2=NOC(C(=O)N3CCCC3)C2)cc1OC1CCCC1 (stereo unspecified)
4) O=C1CCC(=O)N1Br
5) O=C(NC(c1ccccc1)c1ccc2cccnc2c1O)c1ccccc1 (stereo unspecified)
6) CCOC(=O)c1c(C)c[nH]c1C
7) CC(=O)Nc1ccc(S(=O)(=O)Nc2ccc(NS(=O)(=O)c3ccc(NC(C)=O)cc3)cc2)cc1
8) COCCNc1ccc2ncc(C#Cc3cncc(C(=O)Nc4ccc(CN5CCN(C)CC5)c(C(F)(F)F)c4)c3)n2n1
assay / compound	1	2	3	4	5	6	7	8
SK-MEL-2	94	94	108	108	109	110	103	-90*
EKVX	103	103	90	93	·	113	98	-23*
SK-MEL-5	110	89	97	103	106	108	112	-94*
A549/ATCC	104	69	97	112	97	88	73	3.1*
UACC-257	104	86	103	107	88	97	82	-46*
MALME-3M	130	58	105	98	90	113	90	-70*
UACC-62	102	75	89	·	96	114	99	-62*
M14	121	83	99	105	99	113	100	-86*

9) CN(C)N=Nc1cc(C#N)cc(C#N)c1
10) CC1=C(C#N)c2nc3ccccc3c(=O)n2[C@]1(C)O
11) Cc1n[nH]c(C)c1-c1c(C)n[nH]c1C
12) COc1ccc2[nH]c(O)c(N=NC(=O)COc3ccc(NC(=O)Nc4ccccc4)cc3)c2c1
13) COc1ccc(-c2nc(SCCC(C)C)nc(N/N=C\c3cc(OC)c(OC)c(OC)c3)c2C#N)cc1
14) N#Cc1cc(NC(=O)Nc2nnc(-c3ccncc3)s2)ccc1-c1cn[nH]c1
15) CCCCOC(=O)C(C)OCCC#N (stereo unspecified)
16) CSc1cc(N)ncn1
assay / compound	9	10	11	12	13	14	15	16
SK-MEL-2	105	115	30	44	94	118	106	101
EKVX	·	100	18	65	80	·	·	98
SK-MEL-5	102	99	0.9*	70	81	103	97	104
A549/ATCC	96	98	12	48	97	96	100	101
UACC-257	107	97	40	64	99	86	104	114
MALME-3M	108	93	-38*	14	96	98	108	94
UACC-62	97	93	7.9*	10	75	115	107	108
M14	105	96	-4.4*	42	89	100	100	105

17) CC1CC(=O)OC(C)C1 (stereo unspecified)
18) O=C(CSc1ccc(Cl)cc1)Nc1ccc(-c2nc3ccccc3s2)c(Cl)c1
19) O=c1/c(=C/Nc2nccs2)sc2ncnn12
20) COc1ccc(-c2cc(-c3ccccc3)nn(CC(=O)N3CCN(C)CC3)c2=O)cc1
21) CC(=O)Nc1ccccc1SSc1ccccc1NC(C)=O
22) CC1=NC(=S)NC(c2ccccc2)/C1=C1/CC(c2ccccc2O)ON1 (stereo unspecified)
23) Cc1nc(Nc2cccc(N)c2)c2ccccc2n1
24) OC1(c2ccccc2)CN(Cc2ccccc2)CC(c2ccccc2)O1 (stereo unspecified)
assay / compound	17	18	19	20	21	22	23	24
SK-MEL-2	90	93	89	106	121	101	99	120
EKVX	·	60	108	·	109	99	98	56
SK-MEL-5	100	79	100	91	99	99	98	91
A549/ATCC	96	49	87	97	98	102	103	91
UACC-257	111	85	90	102	105	89	101	112
MALME-3M	99	108	91	93	99	89	101	117
UACC-62	114	58	81	96	91	93	94	95
M14	100	75	102	98	94	86	·	100

25) Cc1cc(=O)oc2cc(Oc3ccc(Nc4ncnc5onc(-c6ccccc6)c45)cc3)ccc12
26) CCCCCCCCCCCC(=O)N(C)C
27) COc1ccc(CCNc2nc(C)cc(N3CCOCC3)n2)cc1
28) Cc1ccc(/C=C/C(=O)c2cccc(NC(=O)CSc3nc4ccccc4c(=O)n3-c3ccccc3)c2)cc1
29) Cn1c(=O)c2c(=O)c3c4c(oc3oc2c2ccccc21)C(=O)c1ccccc1C4=O
30) CSc1ccc(N(C)c2nc(C)nc3c2CCC3)cc1
31) COc1ccc(-c2nc([C@@H](C)Sc3nc(N)cc(N)n3)c(C)s2)cc1OCCN1CCOCC1
32) Cc1c(C(N)=O)sc2nc(C)n(/N=c3\scc(-c4ccccc4)n3Cc3ccccc3)c(=O)c12
assay / compound	25	26	27	28	29	30	31	32
SK-MEL-2	99	97	·	98	87	24	104	10
EKVX	103	·	83	93	·	53	105	-7.0*
SK-MEL-5	93	99	84	98	98	-38*	82	7.4*
A549/ATCC	92	93	88	88	85	6.4*	96	0.0*
UACC-257	90	92	98	104	97	·	100	4.8*
MALME-3M	95	101	98	95	113	93	102	60
UACC-62	86	102	87	77	93	·	84	28
M14	99	104	82	89	98	5.2*	114	36

33) COc1ccc(-c2nc(/N=C/c3ccc(O)c(O)c3O)n[nH]2)cc1
34) CCOC(=O)c1ccc[n+]([O-])c1
35) CC(=O)Nc1cccc2ccc(O)cc12
36) CCOC(=O)c1c(NC(=O)c2cccc(C(F)(F)F)c2)sc2cc(N3CCCC3)ccc12
37) O=C(/C=C/c1ccc(C(F)(F)F)cc1)c1c(O)c2ccccc2oc1=O
38) C=CCSC1=NC2C(N(CC)C(=O)N2CC)N1/N=C/C=C/c1ccccc1OC (stereo unspecified)
39) Cc1nc2c(=O)[nH]c(SCC(=O)Nc3ccc(Cl)cc3)nc2[nH]c1=O
40) O=C(CCl)N(c1ccccc1)c1ccccc1
assay / compound	33	34	35	36	37	38	39	40
SK-MEL-2	67	109	104	99	114	99	110	98
EKVX	79	116	·	93	103	84	105	111
SK-MEL-5	83	106	107	104	98	66	103	100
A549/ATCC	69	98	107	97	106	70	101	103
UACC-257	96	97	106	104	100	83	102	94
MALME-3M	92	·	116	103	101	72	104	99
UACC-62	59	100	91	85	94	55	97	96
M14	77	107	95	101	95	73	100	96

41) CN1CCN(C2=Nc3ccccc3Oc3ccc(Cl)cc32)CC1
42) CCCn1cc(/C=N\N=C2\C(=O)Nc3ccc(Cl)cc32)c2ccccc21
43) CCN(CC)CCOc1ccc(C(=C(c2ccccc2)C2CCCC2)c2ccc(OCCN(CC)CC)cc2)cc1
44) O=c1c(-c2nc(-c3ccccc3)c(-c3ccccc3)[nH]2)coc2ccc(F)cc12
45) CCNC1CCC(Nc2ccnc3cc(Cl)ccc23)CC1 (stereo unspecified)
46) CCOC(=O)C1=NN(c2ccccc2)C(=O)/C1=C\N1C(=O)CC(=O)NC1=S
47) C=CCOc1ccc(C2CCCCC2)cc1
48) C=C(C)[C@H]1CC/C(C)=C/CC[C@@]2(C)O[C@@H]2CC/C(CO)=C\[C@@H]1OC(C)=O
assay / compound	41	42	43	44	45	46	47	48
SK-MEL-2	·	93	6.6*	63	96	98	97	102
EKVX	107	37	48	26	102	103	103	98
SK-MEL-5	97	81	-82*	48	100	100	100	85
A549/ATCC	95	78	37	40	88	103	91	100
UACC-257	96	89	14	78	89	105	86	119
MALME-3M	92	96	-0.4*	52	92	98	112	124
UACC-62	99	75	-75*	50	105	88	·	109
M14	103	81	31	53	101	94	106	90

12 entries from above, tab-delimited.
#	SMILES	SK-MEL-2	EKVX	SK-MEL-5	A549/ATCC	UACC-257	MALME-3M	UACC-62	M14
34	CCOC(=O)c1ccc[n+]([O-])c1	109	116	106	98	97	·	100	107
35	CC(=O)Nc1cccc2ccc(O)cc12	104	·	107	107	106	116	91	95
36	CCOC(=O)c1c(NC(=O)c2cccc(C(F)(F)F)c2)sc2cc(N3CCCC3)ccc12	99	93	104	97	104	103	85	101
37	O=C(/C=C/c1ccc(C(F)(F)F)cc1)c1c(O)c2ccccc2oc1=O	114	103	98	106	100	101	94	95
38	C=CCSC1=NC2C(N(CC)C(=O)N2CC)N1/N=C/C=C/c1ccccc1OC (stereo unspecified)	99	84	66	70	83	72	55	73
39	Cc1nc2c(=O)[nH]c(SCC(=O)Nc3ccc(Cl)cc3)nc2[nH]c1=O	110	105	103	101	102	104	97	100
40	O=C(CCl)N(c1ccccc1)c1ccccc1	98	111	100	103	94	99	96	96
41	CN1CCN(C2=Nc3ccccc3Oc3ccc(Cl)cc32)CC1	·	107	97	95	96	92	99	103
42	CCCn1cc(/C=N\N=C2\C(=O)Nc3ccc(Cl)cc32)c2ccccc21	93	37	81	78	89	96	75	81
43	CCN(CC)CCOc1ccc(C(=C(c2ccccc2)C2CCCC2)c2ccc(OCCN(CC)CC)cc2)cc1	6.6*	48	-82*	37	14	-0.4*	-75*	31
44	O=c1c(-c2nc(-c3ccccc3)c(-c3ccccc3)[nH]2)coc2ccc(F)cc12	63	26	48	40	78	52	50	53
45	CCNC1CCC(Nc2ccnc3cc(Cl)ccc23)CC1 (stereo unspecified)	96	102	100	88	89	92	105	101

The results go on:
49) CC(C)c1ccc(NC(=O)Nc2cccc3ccccc23)cc1
50) C[N+]1(Cc2ccc(C(N)=O)cc2)CCC(CCC2CC[N+](C)(Cc3ccc(C(N)=O)cc3)CC2)CC1 (stereo unspecified)
51) COC(=O)[C@H](C)Nc1nc(N)nc(N2CCCCC2)c1C=O
52) COc1cc(C(O)c2nc3ccccc3s2)cc(OC)c1OC (stereo unspecified)
53) O=C(NNC(=O)c1ccncc1)C1=CN=C2Sc3cc(Cl)ccc3N2[C@H]1c1ccccn1
54) Cc1ccc(NC(=O)N(C)C)cc1NC(=O)N(C)C
55) O=C(NCCNc1nccc(-c2c(-c3cccc(O)c3)nc3sccn23)n1)c1cccc(C(F)(F)F)c1
56) CC(=O)OCC(OC(C)=O)C(OC(C)=O)C(OC(C)=O)C(COC(C)=O)OC(C)=O (stereo unspecified)
assay / compound	49	50	51	52	53	54	55	56
SK-MEL-2	112	·	98	49	68	·	62	111
EKVX	87	103	107	71	54	·	92	·
SK-MEL-5	96	108	107	55	·	103	53	99
A549/ATCC	95	85	98	85	81	104	71	93
UACC-257	100	100	102	66	72	97	14	107
MALME-3M	90	95	·	117	43	91	0.8*	103
UACC-62	·	106	98	72	·	109	3.2*	97
M14	106	100	106	89	56	102	17	99

57) CCN(CC)CCOC(=O)Nc1c(Cl)cccc1Cl
58) CC(C)c1ccc(CN2CCN(Cc3ccc(C(C)C)cc3)CC2)cc1
59) c1ccc2c(c1)nc(-c1cscn1)n2Cc1ccc(-c2nn[nH]n2)cc1
60) CCOC(=O)C1=C(N)Oc2c(sc3c(F)cccc23)C1c1ccc(OC)cc1 (stereo unspecified)
61) COC(=O)C1NN(c2ccc(S(N)(=O)=O)cc2)c2nc3nc(-c4cccs4)cc(-c4cccs4)c3c(=O)n21 (stereo unspecified)
62) O=C(/C=C/c1ccc(F)cc1)c1ccc(Nc2nc(NCCO)nc(N3CCOCC3)n2)cc1
63) OCC(O)c1nc2ccc3[nH]ncc3c2c2c1CCCC2 (stereo unspecified)
64) CSc1nc(N)n2nc(C)cc2n1
65) O=C(O)c1cn(C2CC2)c2cc(N3CCN(C(=O)Nc4nc(-c5ccc(Br)cc5)cs4)CC3)c(F)cc2c1=O
assay / compound	57	58	59	60	61	62	63	64	65
SK-MEL-2	119	105	94	95	82	118	9.6*	121&108	-17*
EKVX	107	90	·	94	90	95	5.5*	97	24
SK-MEL-5	101	97	103	96	56	72	·	101&101	-41*
A549/ATCC	105	104	97	91	61	73	6.3*	92&107	14
UACC-257	105	102	96	99	104	103	10	89	3.6*
MALME-3M	105	105	107	103	86	104	19	100&107	29
UACC-62	106	102	99	80	70	78	-8.7*	92&97	-1.6*
M14	109	102	·	92	74	105	6.0*	105&99	24

High-throughput results: PubChem BioAssay, NCI
